# KDM4C inh = inhibitors of GASC-1 (KDM4C) histone demethylase, primary screen, biochemical, single concentration HTS | Lysine-specific demethylase 4C (Homo sapiens), Q9H3R0 | hit rate 0.15% among 96,000 | inhibition, % at 12.5 µM | GST-KDM4C 2-372, H3K9me3 peptide, LANCE TR-FRET;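 active means mean replicate inhibition above about 25%, with at least 55% of replicates also reaching it, limit read from the data, passing the limit was not always enough; inconclusive means only one of those two conditions met; inactive means neither condition met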
# Target sequence (Q9H3R0 2-372 limits assumed): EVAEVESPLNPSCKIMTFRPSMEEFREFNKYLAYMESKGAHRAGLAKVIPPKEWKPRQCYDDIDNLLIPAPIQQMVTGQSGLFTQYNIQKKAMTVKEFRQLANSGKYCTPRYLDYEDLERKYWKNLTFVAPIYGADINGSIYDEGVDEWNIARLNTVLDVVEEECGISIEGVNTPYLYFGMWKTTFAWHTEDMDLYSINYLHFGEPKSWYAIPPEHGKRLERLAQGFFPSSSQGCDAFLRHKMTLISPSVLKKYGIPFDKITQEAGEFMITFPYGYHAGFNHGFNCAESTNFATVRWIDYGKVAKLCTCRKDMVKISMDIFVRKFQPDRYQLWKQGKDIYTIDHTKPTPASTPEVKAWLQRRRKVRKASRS
#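 Material: GST-tagged GASC-1 (JMJD2C) catalytic fragment, aa 2-372. Input: enzyme final amount 10 nM. Medium: HEPES buffer, pH 7.5, plus ascorbate. Reagent: H3K9me3 peptide substrate, Fe(II), 2-oxoglutarate. Doses: single dose. Times: reaction 30 min RT, detection step 1 h RT. Measured by: LANCE TR-FRET. Evaluation: Fall in 671/618 emission ratio as inhibition.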
# C diff HTS = C. difficile growth inhibitors, primary screen, HTS; Clostridium difficile clinical isolate growth, OD600, 24 h; hits give low values; growth activity, negative = inhibition, % at 16 µg/mL (by protocol); hit rate 0.25% among 86,000; AID 1259249, 2017;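 active means mean growth activity at or below -80% and every replicate also at or below -80%; inconclusive means mean at or below -80% but some replicate above -80%; inactive means mean growth activity above -80%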;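 further: 0% = DMSO wells and -100% = levofloxacin 16 µg/mL wells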
# Pf Dd2 growth = P. falciparum Dd2 growth inhibitors, primary screen, SYBR Green fluorescence, single dose replicates. AID 1159554, 2015. 72 h; hits give low values. activity change, % at 10 µM. hit rate 2.3% among 94,000; in the data active means activity change below about -80%; inconclusive means no clear call, values can overlap the other calls
# Tcruzi prolif = T. cruzi intracellular proliferation inhibitors, primary screen, cell-based, beta-gal Tulahuen parasites, NIH3T3 host, luminescence; T. cruzi beta-gal in NIH3T3, GalScreen luminescence, 90 h; inhibition, % at 8.34 µM; hit rate 5.9% among 77,000; AID 624255, 2012;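 active means mean inhibition above about 93%, with at least 55% of replicates each passing it, limit read from the data, passing the limit was not always enough; inconclusive means only one of those two conditions holds; inactive means neither condition holds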
# * = called active by the depositor; ? = inconclusive; · = not tested or not shown; & = joins results of further samples.
1: CC(C)NC(=O)Nc1ccc2c(c1)C(=O)N([C@@H](C)CO)C[C@@H](C)[C@@H](CN(C)C(=O)Nc1cccc3ccccc13)OCCCC[C@@H](C)O2
2: C[C@@H]1CCCCO[C@@H](CN(C)S(=O)(=O)c2ccccc2)[C@@H](C)CN([C@@H](C)CO)C(=O)c2cc(NC(=O)Nc3ccc(C(F)(F)F)cc3)ccc2O1
3: CC(=O)N1[C@@H]2Cn3c(ccc(-c4ccccc4F)c3=O)[C@H]1[C@@H](C(=O)N1CCOCC1)[C@@H]2CO
4: Cc1ccc(S(=O)(=O)N(C)C[C@H]2Oc3ccc(NC(=O)Cc4ccccc4)cc3CC(=O)N([C@@H](C)CO)C[C@@H]2C)cc1
5: CN1CCCCN2[C@H](CO)[C@@H](c3ccc(-c4cccnc4)cc3)[C@@H]2C1
6: COC(=O)C[C@@H]1CC[C@H]2[C@@H](COc3ccc(NC(=O)c4ccc(C(F)(F)F)cc4)cc3C(=O)N2C)O1

Screen / compound no.	1	2	3	4	5	6
KDM4C inh	-0.1	1.0	1.2	-0.5	0.5	1.1
C diff HTS	4	1	-2	-5	-8	4
Pf Dd2 growth	-70	-59	-2	-24	-39	-48
Tcruzi prolif	-132	105*	47	-19	68	50

7: C[C@H](O)C#Cc1cnc2c(c1)C(=O)N([C@H](C)CO)C[C@H](C)[C@H](CN(C)C(=O)Nc1ccc(C(F)(F)F)cc1)O2
8: CC=Cc1ccc2n(c1=O)C[C@H]1[C@H](CO)[C@@H](C(=O)NCCC)N(C(=O)c3cccnc3)[C@@H]21 (mixture of isomers)
9: C[C@@H](NC(=O)C[C@H]1C[C@H]2c3cc(NC(=O)CN(C)C)ccc3O[C@H]2[C@H](CO)O1)c1ccccc1
10: CO[C@@H]1CN(C)C(=O)c2cc(NC(=O)C3CCOCC3)ccc2OC[C@H](C)NC[C@H]1C
11: CC(C)C#Cc1ccc([C@@H]2[C@@H](C#N)N(C(=O)c3ccccn3)[C@@H]2CO)cc1
12: COc1ccc(S(=O)(=O)N[C@H]2C=C[C@@H](CC(=O)N3CCN(c4ccccc4)CC3)O[C@H]2CO)cc1

Screen / compound no.	7	8	9	10	11	12
KDM4C inh	0.4	-0.7	0.0	0.8	-2.1	-1.0
C diff HTS	-3	-2	0	·	-9	1
Pf Dd2 growth	-7	29	-13	13	-12	-15
Tcruzi prolif	·	·	-31	12	66	10

13: C[C@@H]1CN([C@@H](C)CO)C(=O)c2cc(NS(=O)(=O)c3cccs3)ccc2O[C@@H](C)CCCCO[C@@H]1CN(C)Cc1ccccc1
14: CO[C@H]1CN(C)C(=O)c2ccc(NC(C)=O)cc2OC[C@H](C)N(CCc2ccccc2)C[C@@H]1C
15: CO[C@@H]1CN(C)C(=O)c2ccc(NC(C)=O)cc2OC[C@@H](C)N(C(=O)CN(C)C)C[C@@H]1C
16: C[C@H]1CN([C@@H](C)CO)C(=O)Cc2cc(NS(C)(=O)=O)ccc2O[C@H]1CN(C)C(=O)Nc1ccccc1
17: C[C@@H]1CN([C@@H](C)CO)S(=O)(=O)c2ccc(-c3ccc(F)cc3)cc2O[C@@H]1CN(C)C(=O)C1CCOCC1
18: OC[C@H]1[C@@H](c2ccc(C#Cc3cccnc3)cc2)[C@@H]2CN(Cc3ccccc3F)CCCCN12

Screen / compound no.	13	14	15	16	17	18
KDM4C inh	0.0	-0.8	0.0	2.3	1.6	-0.4
C diff HTS	·	-3	-1	-3	-13	20
Pf Dd2 growth	-53	-16	17	5	19	-74
Tcruzi prolif	·	·	24	·	28	111*

19: C[C@@H]1CCCCO[C@@H](CN(C)C(=O)CCCN(C)C)[C@H](C)CN([C@@H](C)CO)C(=O)c2cc(NC(=O)Nc3ccc(C(F)(F)F)cc3)ccc2O1
20: O=C(C[C@H]1C[C@H]2c3cc(NC(=O)Nc4ccccc4)ccc3O[C@H]2[C@@H](CO)O1)NCCN1CCCCC1
21: CO[C@H]1CC[C@@H]2CCN(C)C(=O)[C@@H](C)[C@H](OC)CN(C)C(=O)c3cc(C#N)ccc3OC[C@@H]1O2
22: CCC(=O)N1[C@@H]2c3ccc(C4=CCCC4)c(=O)n3C[C@H]1[C@H](CO)[C@H]2C(=O)N[C@@H](C)c1ccccc1
23: Cc1ccc(S(=O)(=O)Nc2ccc3c(c2)C(=O)N([C@H](C)CO)C[C@H](C)[C@@H](CN(C)CC2CCCCC2)OCCCC[C@@H](C)O3)cc1
24: C[C@H]1CN([C@@H](C)CO)C(=O)c2cc(NC(=O)C3CC3)ccc2O[C@H]1CN(C)C(=O)Nc1ccc(C(F)(F)F)cc1

Screen / compound no.	19	20	21	22	23	24
KDM4C inh	1.6	0.6	0.0	2.2	-0.5	3.8
C diff HTS	13	-5	·	0	-12	-1
Pf Dd2 growth	16	33	2	-8	-39	-33
Tcruzi prolif	51	-163	4	73	-40	19

25: COC(=O)C[C@@H]1CC[C@H]2[C@H](COc3ccc(NC(=O)c4cnccn4)cc3C(=O)N2C)O1
26: Cc1ccc(S(=O)(=O)Nc2ccc3c(c2)C(=O)N([C@@H](C)CO)C[C@@H](C)[C@@H](CN(C)Cc2ccccc2)OCCCC[C@@H](C)O3)cc1
27: OC[C@@H]1[C@@H](c2ccc(Br)cc2)[C@@H]2CN(Cc3ccccn3)CCCCN12
28: CC(C)NC(=O)Nc1ccc2c(c1)C(=O)N(C)[C@@H]1CC[C@@H](CC(=O)NC3CCCCC3)O[C@H]1CO2
29: C[C@@H]1CN([C@H](C)CO)C(=O)c2cccc(NC(=O)NC3CCCCC3)c2O[C@H]1CN(C)Cc1ccc(Cl)c(Cl)c1
30: CCCNC(=O)N1[C@@H](C#N)[C@H](c2ccccc2)[C@@H]1CO

Screen / compound no.	25	26	27	28	29	30
KDM4C inh	-1.1	-1.5	-0.6	2.8	0.7	2.9
C diff HTS	-4	3	-4	-2	1	-8
Pf Dd2 growth	8	-74	-55	-22	3	22
Tcruzi prolif	13	?	82	15	58	16

31: C[C@@H]1CN([C@H](C)CO)C(=O)c2cc(-c3ccc(F)cc3)cnc2O[C@H]1CN(C)C(=O)NC1CCCC1
32: CCS(=O)(=O)N1CCCCN2[C@@H](CO)[C@@H](c3ccc(-c4ccccc4)cc3)[C@@H]2C1
33: C[C@H](CO)N1C[C@H](C)[C@@H](CN(C)Cc2cccnc2)Oc2ncc(C#CC3(O)CCCC3)cc2C1=O
34: C[C@@H]1CN([C@H](C)CO)C(=O)Cc2cc(NS(=O)(=O)c3ccccc3)ccc2O[C@H]1CN(C)C(=O)Nc1ccccc1
35: CO[C@@H](CN(C)S(=O)(=O)c1ccc(Cl)cc1)[C@H](C)CN([C@H](C)CO)S(=O)(=O)c1cccc(Cl)c1
36: O=C(Nc1cccc(Cl)c1)N[C@H]1CC[C@H](CCn2cc(Cc3ccccc3)nn2)O[C@H]1CO

Screen / compound no.	31	32	33	34	35	36
KDM4C inh	0.0	-1.2	0.5	-1.4	-1.3	-0.5
C diff HTS	-3	-5	-1	-4	·	·
Pf Dd2 growth	-17	-4	27	-20	-44	0
Tcruzi prolif	-55	94*	-61	2	31	7

37: COc1ccc(S(=O)(=O)Nc2ccc3c(c2)CC(=O)N([C@@H](C)CO)C[C@@H](C)[C@@H](CN(C)Cc2ccc(C(F)(F)F)cc2)O3)cc1
38: COc1cccc(C(=O)Nc2ccc3c(c2)OC[C@@H](C)N(C(=O)C2CCC2)C[C@@H](C)[C@H](OC)CN(C)C3=O)c1
39: CCCN(C)C[C@@H]1OCCCC[C@H](C)Oc2ccc(NC(=O)Nc3ccc(F)cc3)cc2C(=O)N([C@@H](C)CO)C[C@@H]1C
40: COc1ccc(NC(=O)N(C)C[C@H]2Oc3ccc(NC(=O)CCN4CCOCC4)cc3CC(=O)N([C@@H](C)CO)C[C@@H]2C)cc1
41: C[C@@H]1CN([C@H](C)CO)C(=O)c2cc(NC(=O)Nc3ccccc3)ccc2O[C@@H](C)CCCCO[C@H]1CN(C)Cc1ccc(Cl)c(Cl)c1
42: Cc1cc(C(=O)Nc2cccc3c2O[C@H](CN(C)Cc2ccc(Oc4ccccc4)cc2)[C@@H](C)CN([C@@H](C)CO)C3=O)n(C)n1

Screen / compound no.	37	38	39	40	41	42
KDM4C inh	2.9	-0.9	-1.1	0.4	-0.1	-0.9
C diff HTS	16	·	12	1	19	8
Pf Dd2 growth	-8	·	-63	1	-86*	-8
Tcruzi prolif	76	26	95*	·	68	47

# Pulled by compound from the list above:
40: COc1ccc(NC(=O)N(C)C[C@H]2Oc3ccc(NC(=O)CCN4CCOCC4)cc3CC(=O)N([C@@H](C)CO)C[C@@H]2C)cc1
42: Cc1cc(C(=O)Nc2cccc3c2O[C@H](CN(C)Cc2ccc(Oc4ccccc4)cc2)[C@@H](C)CN([C@@H](C)CO)C3=O)n(C)n1
39: CCCN(C)C[C@@H]1OCCCC[C@H](C)Oc2ccc(NC(=O)Nc3ccc(F)cc3)cc2C(=O)N([C@@H](C)CO)C[C@@H]1C

Screen / compound no.	40	42	39
KDM4C inh	0.4	-0.9	-1.1
C diff HTS	1	8	12
Pf Dd2 growth	1	-8	-63
Tcruzi prolif	·	47	95*

# Following part.
43: COc1ccc(S(=O)(=O)N(C)C[C@@H]2OCc3cn(nn3)CCCC(=O)N([C@H](C)CO)C[C@H]2C)cc1
44: Cc1noc(C)c1S(=O)(=O)Nc1ccc2c(c1)CC(=O)N([C@H](C)CO)C[C@H](C)[C@H](CN(C)S(=O)(=O)c1cn(C)cn1)O2
45: O=C(O)C[C@H]1C[C@@H]2c3cc(NC(=O)Nc4ccccc4)ccc3O[C@@H]2[C@@H](CO)O1
46: C[C@@H]1CCCCO[C@H](CN(C)C(=O)c2ccncc2)[C@H](C)CN([C@@H](C)CO)C(=O)c2cc(NS(=O)(=O)c3ccccc3)ccc2O1
47: CCCC#Cc1cnc2c(c1)C(=O)N([C@@H](C)CO)C[C@@H](C)[C@H](CN(C)C(=O)NCCC)O2
48: C[C@@H]1CN([C@@H](C)CO)C(=O)Cc2cc(NC(=O)Cn3cnnn3)ccc2O[C@H]1CN(C)Cc1ccc(C(=O)Nc2ccccc2N)cc1

Screen / compound no.	43	44	45	46	47	48
KDM4C inh	-1.5	-0.6	-1.8	-1.1	-1.1	-0.8
C diff HTS	-4&1	-7	3	·	-1	-3
Pf Dd2 growth	8&5	38	4	41	-1	-23
Tcruzi prolif	10&17	15	15	-82	39	·

49: C[C@H](CO)N1C[C@H](C)[C@H](CN(C)Cc2ccc(C(=O)O)cc2)Oc2ccc(NC(=O)CCN3CCOCC3)cc2C1=O
50: Cc1ccc(S(=O)(=O)Nc2ccc3c(c2)C(=O)N([C@@H](C)CO)C[C@H](C)[C@H](CN(C)Cc2ccc(C(F)(F)F)cc2)OCCCC[C@H](C)O3)cc1
51: C[C@@H]1CN([C@@H](C)CO)C(=O)c2cccc(NC(=O)Nc3ccc4c(c3)OCO4)c2O[C@@H]1CN(C)C(=O)NC1CCCCC1
52: COc1ccc(-c2ccc3n(c2=O)C[C@@H]2[C@@H](CO)[C@H](C(=O)NCC4CC4)N(C(=O)NC(C)C)[C@H]32)cc1

Screen / compound no.	49	50	51	52
KDM4C inh	3.0	0.3	-0.3	0.7
C diff HTS	·	36	-6	·
Pf Dd2 growth	26	-67	-76	·
Tcruzi prolif	-33	·	3	-13

# An excerpt of these results, with values under each structure.
# The line under a structure holds: KDM4C inh | C diff HTS | Pf Dd2 growth | Tcruzi prolif
52. COc1ccc(-c2ccc3n(c2=O)C[C@@H]2[C@@H](CO)[C@H](C(=O)NCC4CC4)N(C(=O)NC(C)C)[C@H]32)cc1
    0.7 | · | · | -13
49. C[C@H](CO)N1C[C@H](C)[C@H](CN(C)Cc2ccc(C(=O)O)cc2)Oc2ccc(NC(=O)CCN3CCOCC3)cc2C1=O
    3.0 | · | 26 | -33
51. C[C@@H]1CN([C@@H](C)CO)C(=O)c2cccc(NC(=O)Nc3ccc4c(c3)OCO4)c2O[C@@H]1CN(C)C(=O)NC1CCCCC1
    -0.3 | -6 | -76 | 3

# Source: PubChem BioAssay (Broad Institute)
